Screening data (PubChem)
CAL PDZ FP – CAL PDZ (human) peptide binding inhibition | inhibition, % at 24.9 µM | 300,000 compounds, 0.92% hits | purified CAL PDZ, TMR-peptide fluorescence polarization, 1 h;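 active = mean inhibition of at least 30% with at least half of replicates also reaching 30%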;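 note: 0% = DMSO neutral control and 100% = excess unlabeled competitor peptide PRC23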
OPRM1-OPRD1 ag – OPRM1-OPRD1 heterodimerization agonism; P35372+P41143; cells, luminescence; activation, % at 9.3 µM; 340,000 compounds, 0.3% hits; AID 504326; in the data active = activation above about 18%;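 note: 0% = vehicle-treated cells and 100% = reference agonist; values of inactives mirror those of a sister screen read the other way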
Target sequence (P35372 whole entry, looked up): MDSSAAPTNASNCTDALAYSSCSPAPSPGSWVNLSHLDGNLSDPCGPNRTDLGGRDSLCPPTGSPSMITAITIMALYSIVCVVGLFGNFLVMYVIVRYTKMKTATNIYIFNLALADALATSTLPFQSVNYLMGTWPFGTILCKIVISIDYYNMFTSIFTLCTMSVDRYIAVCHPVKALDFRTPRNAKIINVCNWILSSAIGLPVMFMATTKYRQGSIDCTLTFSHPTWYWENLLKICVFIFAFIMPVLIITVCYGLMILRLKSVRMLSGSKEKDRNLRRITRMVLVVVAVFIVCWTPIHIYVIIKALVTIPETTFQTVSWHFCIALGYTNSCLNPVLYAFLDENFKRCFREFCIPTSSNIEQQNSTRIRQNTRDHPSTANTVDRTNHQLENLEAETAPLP
Target sequence (P41143 whole entry, looked up): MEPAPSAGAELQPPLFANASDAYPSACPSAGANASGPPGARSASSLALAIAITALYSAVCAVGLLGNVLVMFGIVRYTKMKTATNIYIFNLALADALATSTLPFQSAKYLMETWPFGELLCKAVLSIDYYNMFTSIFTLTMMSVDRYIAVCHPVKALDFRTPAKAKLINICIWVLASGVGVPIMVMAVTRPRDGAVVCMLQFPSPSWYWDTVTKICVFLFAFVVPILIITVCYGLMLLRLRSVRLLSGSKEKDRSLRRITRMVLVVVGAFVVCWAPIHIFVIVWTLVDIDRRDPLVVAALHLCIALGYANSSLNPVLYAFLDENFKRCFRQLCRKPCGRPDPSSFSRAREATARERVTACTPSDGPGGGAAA
OPRM1-OPRD1 inv – inverse agonist of human OPRM1-OPRD1 heterodimerization; P35372+P41143; cell-based MOR-DOR heterodimer luminescence, inverse agonism; inhibition, % at 9.3 µM; 340,000 compounds, 0.21% hits; in the data active = inhibition above about 22%, passing the limit was not always enough;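 note: 0% = cells with DMSO and 100% = wells without cells with DMSO; values of inactives mirror those of a sister screen read the other way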
V-ATPase pHluor – alters yeast V-ATPase proton transport. response, % at 10 µM. 350,000 compounds, 0.37% hits. S. cerevisiae, pHLuorin cytosolic pH fluorescence; in the data active = response mostly above about 7.3%, no sharp cut-off; inactive = mostly below about 5.4%; note: actives read high; inactives centre near 0; some compounds called inactive have numbers as strong as hits; reference of the scale not given here
Keap1-Nrf2 PPI – Keap1-Nrf2 (human) interaction inhibition. Q14145. Keap1 Kelch-Nrf2 peptide fluorescence polarization, 1536-well. inhibition, % at 9.4 µM. 340,000 compounds, 0.15% hits. AID 504523; in the data active = inhibition above about 12%;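 note: human Keap1 Kelch domain with fluorescein labeled Nrf2 9mer peptide probe; 0% = neutral control wells and 100% = peptide positive control; higher means more block of Keap1 binding to Nrf2 peptide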
C-LANA FP – blocks KSHV LANA C-terminal domain binding to DNA; MBP-C-LANA/FAM-LBS DNA binding, fluorescence polarization; inhibition, % at 9 µM; 340,000 compounds, 0.078% hits; AID 504423;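 active = highest replicate inhibition at or above 60% at 9 µM, even if other replicates fall short; inactive = all replicates below 60% inhibition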;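 note: 0% = neutral control wells and 100% = 4 µM acridine orange control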
HTR5A ag ctr – activates human HTR5A in OPRM1-OPRD1 agonist counter-screen | P47898 | HTR5A agonist assay, luminescence, cell-based | activation, % at 9.3 µM | 340,000 compounds, 0.61% hits; in the data active = activation mostly above about 9.5%, no sharp cut-off; inactive = mostly below about 7.6%;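 note: 0% = cells with vehicle only and 100% = reference agonist; strong numbers were not always called active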
RTF Ca sens inh – cardiac RTF calcium desensitization. P19429+P45379. IANBD-labeled cardiac RTF, Ca2+ fluorescence. inhibition, % at 7.15 µM. 340,000 compounds, 0.12% hits. AID 493244;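 active = inhibition above the mean inhibition of all tested compounds plus 3 SD, cut at about 17% in these data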;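 note: assay run at fixed EC70 calcium of 1.6 mM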
cardiac RTF act – increases calcium sensitivity of human cardiac regulated thin filaments. P19429+P45379. IANBD-labeled TnC RTF fluorescence at EC20 calcium; 0% EC20 calcium, 100% full calcium. activation, % at 7.2 µM. 340,000 compounds, 0.24% hits. AID 493008;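 active = activation above the mean over all tested compounds plus 3 SD, cut at about 30% in these data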;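 note: rise in fluorescence read as greater calcium sensitivity of cardiac thin filaments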
HTR5A inv ag – counter-screen for OPRM1-OPRD1 inverse agonists: human HTR5A inverse agonism. P47898. HTR5A cell line, luminescence. inhibition, % at 9.3 µM. 340,000 compounds, 0.083% hits. AID 504634; in the data active = inhibition mostly above about 23%, no sharp cut-off; inactive = mostly below about 18%;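 note: 0% = cells with DMSO and 100% = no-cell wells with DMSO; some compounds called inactive have numbers as strong as hits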
Starred values were filed as active, the others as inactive; nt = no result given.

SMILES | CAL PDZ FP | OPRM1-OPRD1 ag | OPRM1-OPRD1 inv | V-ATPase pHluor | Keap1-Nrf2 PPI | C-LANA FP | HTR5A ag ctr | RTF Ca sens inh | cardiac RTF act | HTR5A inv ag
CS(=O)(=O)c1ccc(Cl)c(NC(=O)COC(=O)c2cccc(C#N)c2)c1 | -3 | -1.7 | 10 | -2 | -1 | 0.1 | -1 | -9 | -2 | 3
CCN1CCN(c2ccccc2NC(=O)c2ccc(-n3cccn3)cc2)CC1 | -2 | 1.7 | -7 | -6 | -5 | 2.3 | -4 | -5 | 0 | 12
Cc1cc(C)cc(C(=O)NC2C(=O)N3C(C(=O)O)=C(CSc4nnc(C)s4)CSC23)c1 (stereo not drawn) | 5 | -2.2 | 10 | -4 | -18 | 0.6 | -3 | -12 | 3 | 8
Cc1cc(=O)[nH]c(SCc2csc(-c3ccccc3)n2)n1 | -3 | -1.4 | 8 | 1 | 2 | 0.7 | 12 | 2 | -4 | -31
COc1ccc(OCCCC(=O)NCCc2ccc(OC)c(OC)c2)cc1 | -3 | -0.5 | 3 | -5 | 1 | -2.0 | 1 | -16 | -3 | 14
COc1ccc(CN(C)C(=O)CNC(=O)Cc2cccc3ccccc23)c(OC)c1OC | -4 | -1.5 | 8 | -5 | -5 | -0.4 | 5 | -4 | -3 | 13
O=C1CSC(=S)N1Cc1cccnc1 | -8 | -1.4 | 8 | nt | -9 | 0.7 | -5 | -18 | 6 | -13
CC1(c2ccccc2)NC(=O)N(CCN2C(=O)c3ccccc3C2=O)C1=O (stereo not drawn) | -4 | -0.3 | 1 | -5 | -2 | 2.1 | 7 | -9 | 7 | -3
O=[N+]([O-])c1ccccc1S(=O)(=O)Nc1ccc(-c2ccc(N3CCCC3)nn2)cc1 | 0 | 1.1 | -7 | 3 | -5 | -0.8 | 2 | -10 | -6 | -3
Cc1nc(NC(C)(C)CO)c([N+](=O)[O-])cc1[N+](=O)[O-] | 4 | 6.0 | -43 | -2 | -8 | -2.1 | -1 | -17 | 0 | 3
COC(=O)NC1CSCC1OC(=O)c1ccc(Br)cc1 (stereo not drawn) | -5 | -1.6 | 8 | -2 | 0 | 0.3 | 11 | -6 | 0 | -28
CCOc1ccc(Br)cc1S(=O)(=O)Nc1ccc(C(=O)Nc2ccc(C)cc2)cc1 | -1 | 2.1 | -13 | -2 | -1 | 0.0 | -2 | -7 | -8 | 4
C[C@H](CO)N1C[C@H](C)[C@@H](CN(C)S(C)(=O)=O)Oc2ccc(N(C)C)cc2C1=O | 1 | 0.7 | -4 | 3 | -8 | 0.0 | -2 | -3 | -3 | 6
N#Cc1nc(Cc2ccccc2)oc1N1CCCC1 | nt | -2.9 | 15 | 2 | 0 | -0.1 | -2 | -19 | 0 | -7
Cc1cc(C)c2c(N)c(C(=O)NN3CC(=O)N(c4ccccc4)CC3=O)sc2n1 | -8 | -0.2 | 1 | 3 | -4 | -2.1 | -2 | -10 | -5 | -31
Cc1cc(NC(=O)Cn2ccsc2=N)c([N+](=O)[O-])cc1C | -7 | -0.9 | 5 | 5 | -3 | 1.1 | 3 | 4 | 4 | -22
Cc1cc(C)[n+](Cc2ccccc2)cc1C(N)=O | -2 | -1.8 | 9 | -2 | 2 | -1.0 | -2 | -4 | -1 | 5
Cc1ccc(C(=O)CSc2n[nH]c(C)n2)cc1 | -8 | -0.4 | 2 | 3 | 3 | 0.6 | 5 | 4 | 1 | 8
Cc1cc(Cl)c(S(=O)(=O)N2CCN(c3ccccn3)CC2)cc1OCC(=O)NC1CCCCC1 | -3 | 2.5 | -13 | -3 | -6 | 0.6 | 8 | -4 | 0 | -25
O=C(Nc1cccnc1)c1cc(F)c(F)cc1Cl | -2 | 0.6 | -3 | -1 | -1 | -1.2 | 0 | -7 | 0 | -1
Cc1noc(C)c1COc1ccc(C(=O)N2CCN(S(=O)(=O)c3cccc(F)c3)CC2)cc1 | nt | -0.8 | 4 | -4 | 0 | 1.6 | -3 | 0 | 2 | 10
CC1CCN(CCn2c(=S)[nH]c3ccccc3c2=O)CC1 | -2 | -3.8 | 19 | 2 | 1 | -0.9 | 4 | -5 | -5 | -13
Cc1cc(C)cc(NC(=S)N2CCN(c3ccccn3)CC2)c1 | -5 | -1.2 | 6 | 0 | -1 | -3.3 | -3 | -4 | 0 | 12
COc1cc(C(=O)NCC(c2cccnc2)N2CCN(c3ccc(F)cc3)CC2)cc(OC)c1OC (stereo not drawn) | 1 | -1.1 | 8 | -2 | -7 | 0.3 | 1 | -3 | 6 | -3
CCc1ccccc1NS(=O)(=O)c1ccc(SC)cc1 | -1 | -2.4 | 13 | 8 | -1 | 0.2 | -1 | -8 | -1 | 3
OC1(Cc2cc(-c3ccccc3)no2)CCN(CCCc2ccccc2)CC1 | -3 | 0.8 | -4 | -2 | -4 | 2.3 | -1 | -11 | 1 | 6
CCSc1nnc(NC(=O)CSc2sc3c(O)cc(=O)[nH]c3c2C#N)s1 | -8 | -0.6 | 4 | -1 | 0 | 39 | -2 | -2 | -10 | 7
CN1CCCN(C(=O)CC(c2ccccc2)c2ccccc2)CC1 | -1 | -0.7 | 5 | -4 | -2 | 1.3 | 0 | -15 | 2 | -4
O=C(NCc1cccs1)c1cc(S(=O)(=O)N2CCCCC2)ccc1Cl | 2 | -1.9 | 10 | -2 | -3 | -0.2 | 11 | -1 | 1 | 9
O=C(Cn1cc(C(=O)C(F)(F)F)c2ccccc21)N1CCOCC1 | -3 | -1.3 | 9 | nt | -1 | 1.3 | 2 | 9 | -4 | 4

Record cards, from the list above. Order of values: CAL PDZ FP, OPRM1-OPRD1 ag, OPRM1-OPRD1 inv, V-ATPase pHluor, Keap1-Nrf2 PPI, C-LANA FP, HTR5A ag ctr, RTF Ca sens inh, cardiac RTF act, HTR5A inv ag
O=C(Cn1cc(C(=O)C(F)(F)F)c2ccccc21)N1CCOCC1 across the screens: -3, -1.3, 9, nt, -1, 1.3, 2, 9, -4, 4
CS(=O)(=O)c1ccc(Cl)c(NC(=O)COC(=O)c2cccc(C#N)c2)c1 across the screens: -3, -1.7, 10, -2, -1, 0.1, -1, -9, -2, 3

Continued.
SMILES | CAL PDZ FP | OPRM1-OPRD1 ag | OPRM1-OPRD1 inv | V-ATPase pHluor | Keap1-Nrf2 PPI | C-LANA FP | HTR5A ag ctr | RTF Ca sens inh | cardiac RTF act | HTR5A inv ag
CCC(c1nnnn1Cc1ccco1)N(CCN1CCOCC1)Cc1cc2cc(C)ccc2[nH]c1=O (stereo not drawn) | 1 | -0.7 | 3 | 4 | -1 | 0.8 | 0 | -17 | 6 | -1
C[C@@H]1[C@H](O)C[C@@]23COC(=O)C2=CCCC3[C@@]1(C)CCC1COC(=O)C1 (stereo partly drawn) | -4 | -1.6 | 9 | 1 | -3 | 0.5 | -1 | 3 | -4 | -13
COc1ccc(Cl)cc1C(=O)NCC(c1ccco1)N1CCCC1 (stereo not drawn) | -2 | -1.1 | 6 | -4 | 3 | 1.5 | 4 | -5 | 4 | -11
COc1ccc2c(C(=O)CCl)c[nH]c2c1 | 0 | -1.7 | 9 | 3 | 4 | 0.7 | 2 | -3 | 1 | 12
Brc1ccc(-c2nnc(-c3ccccc3)c(N3CCSCC3)n2)cc1 | -3 | 3.1 | -17 | 7 | -4 | -1.0 | 6 | -8 | 13 | -11
Cc1cc(S(=O)(=O)N2CCCC2)ccc1OCC(=O)N1CCCCC1 | -6 | -1.9 | 11 | 2 | 1 | -0.5 | 3 | -9 | -2 | -12
O=C(COc1ccccc1)Nc1ccncc1Cl | 4 | -2.0 | 8 | -1 | 4 | 0.0 | -8 | -6 | -3 | 19
Nc1ccccc1C(=O)N/N=C1\C2CN3CCN(C2)CC1(c1ccccc1)C3 | -10 | -3.1 | 16 | 1 | 4 | 0.7 | -1 | -2 | 0 | -9
COc1ccc(Nc2nc(N3CCCC3)nc(N3CCOCC3)n2)cc1 | -5 | -0.5 | 3 | 0 | -2 | 2.6 | 0 | 0 | 1 | -2
COc1cc(/C=C2/SC(=O)NC2=O)ccc1OCc1ccccc1 | 7 | 0.0 | 0 | 3 | -3 | 4.5 | 5 | -4 | 6 | -20
COc1ccc(OC)c(-c2csc(NC(=O)c3ccccc3F)n2)c1 | -3 | 1.7 | -8 | -3 | -2 | -2.0 | 5 | 1 | -6 | -20
COc1ccc(/C=C/C(=O)c2ccc(NC(=O)c3cccs3)cc2)cc1OC | nt | 1.4 | -8 | 5 | -4 | 0.7 | 0 | -12 | 3 | -1
Cc1ccc(NC(=O)c2c([N+](=O)[O-])c(C(C)(C)C)nn2C)cc1 | -1 | 1.1 | -7 | -1 | 2 | 2.1 | 5 | -3 | -7 | -14
CCCOc1cccc(C(=O)Nc2nnn(CCC)n2)c1 | -1 | -0.1 | 0 | 4 | -3 | -1.2 | -5 | 1 | 10 | 5
Cn1nc(C(C)(C)C)c([N+](=O)[O-])c1C(=O)Nc1cccc2ccccc12 | nt | 0.2 | -1 | 2 | -5 | -2.0 | -1 | -5 | 10 | 36
Cc1ccc(NC(=O)c2ccco2)c(NC(=O)c2ccccc2)c1 | -5 | 0.0 | 0 | -12 | 2 | 0.2 | -2 | -8 | 0 | 5
CSCc1cc(N2CCCC2)nc(-c2ccccc2)n1 | 0 | 2.3 | -12 | 6 | -7 | -0.2 | -2 | -6 | -1 | 6
O=C(NCC1CCN(C(=O)c2ccc([N+](=O)[O-])cc2)CC1)c1ccc([N+](=O)[O-])cc1 | 4 | -1.1 | 7 | 2 | -2 | -0.9 | 4 | 8 | -7 | -11
CCc1ccccc1NC(=O)c1cc(S(=O)(=O)N2CCc3ccccc32)cn1C | 0 | 1.2 | -7 | -4 | -5 | -0.5 | 1 | -4 | -3 | -21
O=c1nc2ccc(Cl)cn2c2ccc(S(=O)(=O)N3CCCCC3)cc12 | -2 | 0.4 | -3 | -2 | -6 | -0.8 | 6 | -3 | 4 | -18
Cc1cccc(Cn2c(=O)n(-c3ccc(CC(=O)NCc4ccco4)cc3)c(=O)c3sccc32)c1 | nt | -3.5 | 20 | 0 | 1 | 0.0 | 0 | -4 | -2 | 0
Cc1[nH]c2ccccc2c1C(=O)COC(=O)C1CC(=O)N(Cc2ccccc2)C1 (stereo not drawn) | -2 | -1.6 | 10 | nt | -3 | 1.2 | -1 | -3 | -2 | -8
COc1ccc(-c2cc(N3C(=O)Nc4ccccc4N3O)n[nH]2)cc1 | -1 | -2.2 | 12 | 3 | -4 | -0.6 | 2 | -10 | 4 | -9
CCOC(=O)N1CCN(C(=O)/C(=C/c2cccs2)NC(=O)c2cccs2)CC1 | 3 | -2.1 | 11 | -2 | -1 | -1.2 | -2 | -5 | -5 | 19
COc1ccc(-c2nn(-c3ccccc3)cc2/C=C/C(=O)N2CCOCC2)cc1OC | 53* | -2.9 | 17 | 2 | -3 | -0.1 | -1 | 2 | 0 | 4
CCc1ccc(N(CC(=O)NC2CCCC2)C(=O)CCC(=O)Nc2cc(C)on2)cc1 | -1 | -1.7 | 12 | -3 | 0 | -1.1 | 4 | 0 | -4 | -10
CCCOc1ccc(C2NC(=O)NC2=O)cc1 (stereo not drawn) | nt | -2.0 | 8 | 0 | 2 | -1.3 | 2 | -7 | -1 | -6
COc1cccc(/C=C/C(=O)NCc2ccc(S(N)(=O)=O)cc2)c1 | -5 | -2.0 | 11 | -1 | -3 | -0.9 | -3 | -6 | -1 | 9
